POLI inh – inhibitors of human DNA polymerase iota | Pol iota fluorescent replication assay, 10 min | hit rate 1% among 390,000 | Potency, µM (series often up to 115 µM), for inactives: at the highest dose activity, negative = inhibition, most hits filed as inhibitors | Q9UNA4; note: potency is the fitted concentration of half-maximal effect
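Pol iota at 10 nM preincubated 15 min with compounds at room temperature; reaction started with fluorescent substrate, 50 nM final. Fluorescence read kinetically at 0 and 10 min; buffer-only wells as negative control.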
12-LOX inh – ALOX12 (human) lipoxygenase inhibition | P18054 | purified 12hLO, xylenol orange hydroperoxide absorbance | Potency, µM (series often up to 108 µM), for the others: at the top dose activity change, negative = inhibition, most hits filed as inhibitors | hit rate 1.1% among 580,000 | AID 1671190; note: potency is the fitted concentration of half-maximal effect; % is set by controls: 0 for no effect and ±100 for the full control effect
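Hydroperoxide product was detected by ferrous iron/xylenol orange as the 573 to 405 nm absorbance ratio. Arachidonic acid at 40 uM (final) was turned over for 30 min at room temperature by 150 nM human 12hLO, pH 7.0 Hepes buffer, after 15 min compound preincubation.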
APEX1 inh – blocks human APE1 abasic DNA cleavage. P27695. recombinant APE1, TAMRA/BHQ-2 abasic DNA cleavage fluorescence. Potency, µM (doses to about 65.8 µM), without a hit: at the highest dose activity change, negative = inhibition, hits mostly inhibitors. hit rate 0.35% among 350,000. AID 2517;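 note: potency is the fitted concentration of half-maximal effect; plate controls were vehicle for no effect and reference inhibitor for full effect; nearly all actives have a fitted effect of over 55% in size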
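Incision of a quenched TAMRA/BHQ-2 THF abasic-site duplex (50 nM) by 0.75 nM APE1, after 15 min compound preincubation, measured as fluorescence increase over three 60 s reads. Values normalized to buffer, DMSO and NSC13755 control wells.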
ERG Ets-DNA blk – blocks human ERG Ets domain binding to DNA. P11308. fluorescence polarization, His-ERG Ets domain / labelled DNA. Potency, µM (titrated, usually from 76.9 µM), for the others: at the highest dose FP activity, negative = inhibition, actives largely listed as inhibitors. hit rate 0.028% among 370,000. AID 624246; active = well fitted inhibition curve with a large enough effect in the polarisation, with a control signal flat; inconclusive = small, poorly fitted or top-dose-only effect, or effect the other way, or a change in a side signal; inactive = no such curve, though single readings can be large or run the other way; the % refers to the polarisation;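 note: polarization taken with two DNA probes labelled with fluorescein and Texas red; potency is the fitted concentration of half-maximal effect; % of control where 0% means no effect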
Target sequence (P11308 whole entry, looked up, the tested form may be a part): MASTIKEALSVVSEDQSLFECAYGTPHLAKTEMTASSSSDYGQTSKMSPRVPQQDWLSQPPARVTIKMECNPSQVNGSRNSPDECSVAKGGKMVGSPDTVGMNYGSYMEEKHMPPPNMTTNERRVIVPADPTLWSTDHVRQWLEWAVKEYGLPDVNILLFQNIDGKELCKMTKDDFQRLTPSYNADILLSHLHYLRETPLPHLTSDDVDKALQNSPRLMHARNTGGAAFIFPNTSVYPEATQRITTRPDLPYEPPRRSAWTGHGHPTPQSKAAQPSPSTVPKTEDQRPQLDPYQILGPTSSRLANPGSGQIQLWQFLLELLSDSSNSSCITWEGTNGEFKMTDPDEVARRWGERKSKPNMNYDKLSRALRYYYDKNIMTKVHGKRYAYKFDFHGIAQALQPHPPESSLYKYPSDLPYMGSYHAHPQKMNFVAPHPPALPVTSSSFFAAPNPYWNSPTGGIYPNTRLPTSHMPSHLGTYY
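His-tagged ERG Ets domain (1 uM in the protein solution; 300mM KCl, 50mM Tris-HCl, 1mM EDTA, 1mM DTT, pH 7.5) received compound, then a probe mix of 5 nM fluorescein-DNA and 100nM Texas-615-DNA. Fluorescence polarization was read for both dyes.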
TRHR ag – activates the human TRH receptor; TRHR cells, calcium flux fluo-8, FDSS agonist mode; activation, % at 2 µM; hit rate 0.18% among 360,000; in the data active = activation above about 30%; note: 0% is about no effect
Target sequence (P34981 whole entry, looked up): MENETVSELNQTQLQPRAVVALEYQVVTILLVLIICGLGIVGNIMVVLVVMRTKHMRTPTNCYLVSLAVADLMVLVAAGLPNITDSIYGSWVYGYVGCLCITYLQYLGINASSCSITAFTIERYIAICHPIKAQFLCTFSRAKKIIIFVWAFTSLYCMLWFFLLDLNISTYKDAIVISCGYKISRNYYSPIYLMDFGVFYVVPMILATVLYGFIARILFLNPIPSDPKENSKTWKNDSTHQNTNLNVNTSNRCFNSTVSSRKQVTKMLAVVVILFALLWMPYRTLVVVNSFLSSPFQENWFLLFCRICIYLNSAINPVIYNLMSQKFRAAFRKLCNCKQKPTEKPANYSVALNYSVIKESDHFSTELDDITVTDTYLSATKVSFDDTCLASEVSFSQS
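Agonist-mode FDSS calcium read (Ex 480/Em 530, 1 s cycles) in 1536-well TRHR cells with fluo-8 dye, after 10-cycle baseline and 23 nL compound addition; TRH at EC20 (10 nM final) added afterwards for the enhancer phase.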
POLK inh – blocks human DNA polymerase kappa activity; Q9UBT6; purified Pol kappa, fluorescent DNA synthesis assay, 10 min; Potency, µM (doses to about 107 µM), inactives show at the top dose activity, negative = inhibition, actives largely listed as inhibitors; hit rate 0.53% among 400,000; note: potency is the fitted concentration of half-maximal effect; % is set by controls: 0 for no effect and ±100 for the full control effect
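Readout: fluorescence, taken kinetically at 0 and 10 min. Conditions: 10 nM Pol kappa, 15 min RT compound preincubation, 50 nM substrate final. Controls: enzyme-free buffer wells.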
Pol beta inh – inhibitors of human DNA polymerase beta. Pol beta primer extension/strand displacement, fluorescence kinetic. Potency, µM (titrated, usually from 114 µM), inactives show at the highest dose activity change, negative = inhibition, usual class: inhibitors. AID 485314. hit rate 1.3% among 340,000. P06746; note: potency is the fitted concentration of half-maximal effect; % is set by controls: 0 for no effect and ±100 for the full control effect
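Pol beta (10 nM) was preincubated with compound for 15 min at room temperature. The reaction was then started with 50 nM substrate and read immediately and after a further 10 min at room temperature.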
BLM inh – blocks DNA unwinding by human BLM helicase. recombinant BLM DNA unwinding, fluorescence dequenching. Potency, µM (doses to about 56.1 µM), inactives show at the highest dose activity change, negative = inhibition, most hits filed as inhibitors. hit rate 0.2% among 350,000;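 note: potency is the fitted concentration of half-maximal effect; plate controls were vehicle for no effect and no enzyme for full effect; nearly all actives have a fitted effect of over 35% in size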
Apoferritin bind – binds horse apoferritin like a general anesthetic | P02791 | apoferritin/1-aminoanthracene competitive binding, fluorescence | Potency, µM (series often up to 77.5 µM), for inactives: top-dose activity change, negative = displacement, actives largely listed as inhibitors | hit rate 0.074% among 350,000; note: potency is the fitted concentration of half-maximal effect; % is set by controls: 0 for no effect and ±100 for the full control effect; nearly all actives have a fitted effect of over 20% in size
Target sequence (P02791 2-175 limits assumed): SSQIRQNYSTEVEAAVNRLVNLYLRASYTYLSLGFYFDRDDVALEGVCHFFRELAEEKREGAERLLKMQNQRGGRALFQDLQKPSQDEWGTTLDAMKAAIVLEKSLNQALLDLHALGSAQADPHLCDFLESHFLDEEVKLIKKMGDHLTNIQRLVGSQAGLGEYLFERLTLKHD
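Read-out: endpoint 1-AMA fluorescence, excitation 380 nm and emission 535 nm, after compounds sit 10 min at room temperature with 10 uM horse-spleen apoferritin in 50% saturated 1-AMA/PBS. Values come from four-parameter Hill fits.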
* = called active by the depositor; ? = inconclusive; · = no result given; [ ] = dose if it differs, or a comment. Unless noted, calls come from the whole dose curve; as a rule, active = well fitted curve in the direction sought with a large enough effect; inconclusive = small, poorly fitted or top-dose-only effect, or another doubt; inactive = no such curve, though single readings can be large; an effect the other way counts as inactive or inconclusive. A portion of the library; the hit share may differ from the screen's.

Key to letters – A = POLI inh; B = 12-LOX inh; C = APEX1 inh; D = ERG Ets-DNA blk; E = TRHR ag; F = POLK inh; G = Pol beta inh; H = BLM inh; I = Apoferritin bind
c1ccc(-c2cc3cc4c(cc3cn2)OCO4)cc1
  A: -3% | B: -26% | C: -19% | D: -10% | E: · | F: -9% | G: · | H: · | I: ·

CCN(CC(=O)Nc1cccc(OC)c1)CC(=O)Nc1ccc(C)cc1Cl
  A: 71%[activator] | B: 297%[activator] | C: -5% | D: -1% | E: 0.1 | F: -1% | G: -25% | H: -1% | I: -12%

COCc1ccc(C(=O)NC(C)c2cnn(-c3ccccc3C)c2C)o1 (stereo not given)
  A: ? | B: -2% | C: 0% | D: -11% | E: 0.4 | F: 5% | G: 1% | H: -2% | I: -8%

COCc1cc(=O)[nH]c(/N=C(\N)Nc2ccc(C)cc2C)n1
  A: 19% | B: 1% | C: 0% | D: 5% | E: -0.7 | F: -13% | G: 10% | H: -3% | I: -4%

O=C(NCCN1CCOCC1)c1sc2cc(Cl)ccc2c1Cl
  A: 116%[activator] | B: -22% | C: 15% | D: 0% | E: -0.6 | F: -10% | G: 30% | H: 2% | I: -4%

O=C1CN(S(=O)(=O)c2ccccc2)CCN1
  A: 48%[activator] | B: -8% | C: -7% | D: -1% | E: · | F: -4% | G: · | H: · | I: ·

Cc1ccc(NC(=O)Cc2nnc(SCC(=O)Nc3ccc(N4CCOCC4)cc3)n2C)cc1
  A: 9% | B: -11% | C: 19% | D: 5% | E: -0.5 | F: -11% | G: 31% | H: 2% | I: 1%

O=C(Nc1cccc(-c2cn3cccnc3n2)c1)c1ccco1
  A: 3% | B: 1% | C: -1% | D: -4% | E: 0.0 | F: -4% | G: -12% | H: -4% | I: 83%[activator]

Cc1cc(C)c(C#N)c(SCc2ccccc2[N+](=O)[O-])n1
  A: 3% | B: -15% | C: -6% | D: 2% | E: -0.1 | F: -10% | G: 2% | H: -8% | I: ?

CC(OC(=O)CCCSc1nc2ccccc2s1)C(=O)NC(N)=O (stereo not given)
  A: 24% | B: 28% | C: 2% | D: -3% | E: -0.7 | F: -16% | G: 7% | H: -6% | I: -11%

CCN(CC)c1ccc(/C=C2\C(=O)N(c3nnc(C)c(=O)[nH]3)N=C2C)cc1
  A: 3.2µM* | B: -16% | C: ? | D: 4% | E: 0.8 | F: -4% | G: 39% | H: -1% | I: 7%

COc1ccc(N2CC(C(=O)N(C)CC(=O)Nc3ccc(Cl)c(C(F)(F)F)c3)CC2=O)c(OC)c1 (stereo not given)
  A: 0% | B: -16% | C: 34% | D: -11% | E: 0.2 | F: -6% | G: · | H: · | I: ·

CCOc1ccc(C(=O)/C=C/Nc2ccc(S(=O)(=O)Nc3cc(C)nc(C)n3)cc2)cc1
  A: 40µM* | B: ? | C: 5% | D: 3% | E: 0.4 | F: -32% | G: 8.9µM* | H: -17% | I: 60%[activator]

COc1ccc(N2CC(C)Cn3c2nc2c3c(=O)n(CCc3ccccc3)c(=O)n2C)cc1 (stereo not given)
  A: 6% | B: 14% | C: 13% | D: -3% | E: -0.5 | F: -15% | G: 6% | H: -4% | I: -11%

COc1cc(C(=O)N/N=C/c2cn(Cc3cccc(F)c3)c3ccccc23)ccc1O
  A: 12% | B: 0% | C: -14% | D: 11% | E: 0.7 | F: -18% | G: 2% | H: -15% | I: 7%

CC(C)(C)C1=CC(=O)C(N2CCOCC2)=CC1=O
  A: 147%[activator] | B: ? | C: 4% | D: -1% | E: 0.6 | F: -7% | G: 13% | H: -1% | I: 7%

Cc1ccc(S(=O)(=O)N(C)C)cc1NC(=O)COC(=O)c1n[nH]c(=O)c2ccccc12
  A: 62%[activator] | B: -13% | C: 2% | D: -2% | E: 0.2 | F: -17% | G: 5% | H: 3% | I: -15%

CCOc1cc(NC(=S)NCCCN(C)C)c(OCC)cc1NC(=O)c1cccs1
  A: 15% | B: ? | C: 3% | D: -6% | E: -0.5 | F: -6% | G: 40% | H: -9% | I: -3%

c1ccc(-c2cn(-c3ccccc3)c3[n+]2CCCS3)cc1
  A: 118%[activator] | B: 10% | C: 5% | D: -6% | E: 0.3 | F: -3% | G: 0% | H: 5% | I: -1%

Cc1ccc(N(Cc2cc(=O)[nH]c3ccccc23)C(=O)C(C)C)c(C)c1
  A: 11% | B: -9% | C: 60%[activator] | D: -2% | E: -0.4 | F: 8% | G: 0% | H: -3% | I: ?

Cn1nnnc1SC(C(=O)Nc1cccc(C(F)(F)F)c1)c1ccccc1 (stereo not given)
  A: 3% | B: 9% | C: ? | D: -1% | E: 0.2 | F: -1% | G: 35% | H: -9% | I: -9%

CC(C)(C)OC(=O)NCCCC[C@H](NC(=O)c1nc[nH]c1C(=O)NCc1ccc(CNC(=O)OC(C)(C)C)cc1)C(=O)OC(C)(C)C
  A: 10% | B: 10% | C: ? | D: 3% | E: 1.4 | F: -18% | G: ? | H: -15% | I: -6%

COc1ccc(/C=N/N2CCOCC2)cc1COc1ccc(Cl)cc1
  A: -13% | B: -6% | C: 20% | D: -9% | E: 0.5 | F: -13% | G: -18% | H: -11% | I: 0%

CC(OC(=O)CN1C(=O)NC2(CCCC2)C1=O)c1ccc(F)cc1 (stereo not given)
  A: 0% | B: 237%[activator] | C: 28% | D: -4% | E: -0.3 | F: 0% | G: · | H: · | I: ·

Cc1nn(-c2ccccc2)c2c1C(c1ccc(O)c(O)c1)N1C(=N2)C(Nc2ccccc2)=Nc2ccccc21 (stereo not given)
  A: 27% | B: 270%[activator] | C: -1% | D: -2% | E: 8.6 | F: -13% | G: 0% | H: -14% | I: 7%

Cc1nc2ccccn2c1C(=O)NNS(=O)(=O)c1ccc(Cl)cc1
  A: 11% | B: ? | C: 6% | D: -2% | E: -0.9 | F: -1% | G: 3% | H: 2% | I: -5%

COc1ccc(S(=O)(=O)N2CCCCC2)cc1NC(=O)CSc1ncccn1
  A: -2% | B: 9% | C: -2% | D: 5% | E: 0.2 | F: -18% | G: · | H: · | I: ·

Cc1ccc(CCNC(=O)c2cn(C)c3ccc(S(=O)(=O)N(C)C4CCCCC4)cc3c2=O)cc1
  A: 19% | B: -11% | C: · | D: 1% | E: 0.2 | F: -6% | G: 0% | H: -6% | I: 3%

COc1ccc(CNC(=O)/C=C/c2ccccc2[N+](=O)[O-])cc1
  A: -27% | B: -13% | C: -3% | D: -11% | E: 0.4 | F: 3% | G: 16% | H: -5% | I: -22%

O=S(=O)(c1ccccc1)c1cc(O)ccc1O
  A: 47%[activator] | B: -14% | C: -5% | D: 9% | E: 1.8 | F: 2% | G: ? | H: -4% | I: -12%

O=C(COC(=O)Cn1cnc2ccccc21)Nc1cccc([N+](=O)[O-])c1
  A: 6% | B: 0% | C: -1% | D: 1% | E: 0.7 | F: -2% | G: 80% | H: 1% | I: 0%

COc1ccc(S(=O)(=O)N2CCN(C(=O)CCSc3ccccc3)CC2)cc1
  A: -9% | B: 17% | C: 13% | D: 2% | E: 0.8 | F: -6% | G: · | H: · | I: ·

COc1ccccc1N1CCN(C(=O)c2cn(C)c3ccc(S(=O)(=O)N(C)C4CCCCC4)cc3c2=O)CC1
  A: 18% | B: -14% | C: · | D: 1% | E: -0.8 | F: 8% | G: 0% | H: -2% | I: -11%

CNc1ccccc1C(=O)OCC(C)=O
  A: -9% | B: · | C: ? | D: -7% | E: 0.4 | F: 9% | G: 44% | H: 2%[12.4 µM] | I: 30%[activator][15.3 µM]

Cc1cc(-c2ccc(C)c(S(=O)(=O)NC(c3cccs3)C(C)C)c2)on1 (stereo not given)
  A: ? | B: -40% | C: · | D: 2% | E: 0.3 | F: 14% | G: 19% | H: -7% | I: -2%

O=C(CCS(=O)(=O)c1ccc(Cl)cc1)Nc1ccccc1Br
  A: 1% | B: 29% | C: 8% | D: -5% | E: -0.4 | F: -4% | G: -1% | H: -6% | I: 4%

O=C(NCCCc1ccccc1)C1CCN(S(=O)(=O)c2ccc(F)cc2)CC1
  A: -13% | B: 11% | C: 50%[activator] | D: 9% | E: 0.4 | F: -18% | G: -22% | H: 2% | I: -13%

Cc1nc(N)nc(SCc2ccc([N+](=O)[O-])cc2)c1N
  A: -2% | B: 1% | C: 5% | D: -8% | E: 0.9 | F: 8% | G: 0% | H: -4% | I: -15%

CCC(C)C(=O)Nc1ccc(S(=O)(=O)Nc2nccs2)cc1 (stereo not given)
  A: 18% | B: 3% | C: 35% | D: -5% | E: 0.1 | F: -2% | G: 9% | H: -1% | I: -4%

O=C(CSc1cccc[n+]1[O-])NC1CCCCC1
  A: -9% | B: 28% | C: 6% | D: 16% | E: · | F: -12% | G: · | H: · | I: ·

Cn1c(=O)c(-c2cc(F)cc(F)c2)nc2cncnc21
  A: · | B: 128%[activator] | C: -7% | D: · | E: · | F: -1%[60.1 µM] | G: · | H: 1% | I: ·

CCOC(=O)c1c(C)c(C(=O)N2CCCCCC2)c(C)n1CC
  A: 12% | B: 5% | C: 0% | D: -16% | E: -1.0 | F: -1% | G: 2% | H: 2% | I: -13%

CNc1ccn(C2CCCO2)c(=O)n1 (stereo not given)
  A: 10% | B: -8% | C: 4% | D: -1% | E: 0.3 | F: -17% | G: 27% | H: -1% | I: 36%[activator]

With a hit mark in POLI inh (from the list above):
SMILES	POLI inh	12-LOX inh	ERG Ets-DNA blk	TRHR ag	POLK inh	Pol beta inh	BLM inh	Apoferritin bind
CCN(CC)c1ccc(/C=C2\C(=O)N(c3nnc(C)c(=O)[nH]3)N=C2C)cc1	3.2µM*	-16%	4%	0.8	-4%	39%	-1%	7%
CCOc1ccc(C(=O)/C=C/Nc2ccc(S(=O)(=O)Nc3cc(C)nc(C)n3)cc2)cc1	40µM*	?	3%	0.4	-32%	8.9µM*	-17%	60%[activator]
